HTT ATP protect = Huntington cell model cytoprotection by ATP luminescence; Potency, µM (top dose mostly 56.4 µM), inactives show cytoprotection (ATP increase), actives largely listed as activators; 0.14% of 230,000 active; PC12 HTT-Q103 induced, cytoprotection, ATP luminescence, 40 h; AID 1471;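 also: potency is read from the fitted curve at half-maximal effect; % of control where 0% means no effect; nearly all actives have a fitted effect of over 45% in size; toxic huntingtin expression switched on by the ecdysone agonist tebufenozide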
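PC12 cells stably carrying ecdysone-inducible Htt exon 1 (Q103)–GFP were induced with 100 nM tebufenozide (final) alongside library compounds in a dose series. Cytoprotection was scored as retained ATP by ATPlite luminescence.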
GAA glycogen mod = inhibitors or activators of human alpha-glucosidase glycogen cleavage | AID 2100 | P10253 | Potency, µM (doses to about 76.4 µM), for inactives: top-dose activity change, negative = inhibition, hits mostly inhibitors | recombinant GAA, glycogen substrate, Amplex Red glucose oxidase fluorescence | 0.38% of 300,000 active;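 also: potency is read from the fitted curve at half-maximal effect; 0% = full enzyme reaction and -100% = no-enzyme basal signal; the screen sought inhibitors and activators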
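qHTS, 1536-well; enzyme 4 nM final; cpd up to 77 uM; substrate bovine liver glycogen 30 ug; 50 mM citrate/phosphate pH 5.0, 0.01% Tween-20; 37 C, 40 min; Amplex Red detection 45 min RT; Hill fit → AC50.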
GAA inh = blocks human lysosomal alpha-glucosidase; P10253; purified human GAA, 4-MU-alpha-glucoside fluorescence; Potency, µM (series often up to 76.9 µM), for inactives: at the top dose activity change, negative = inhibition, most hits filed as inhibitors; 0.005% of 200,000 active;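 also: potency is read from the fitted curve at half-maximal effect; plate controls were uninhibited enzyme wells for no effect and no-enzyme background for full effect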
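AC50 values come from Hill fits of compound titrations (up to 77 uM) against 4 nM human enzyme. Substrate 4-methylumbelliferyl-alpha-D-pyranoside at 400 uM, pH 5.0 citrate buffer, 20 min room temperature; fluorescence Ex 365/Em 440 after alkaline stop.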
HTT aggregate = inhibitors of mutant huntingtin aggregate formation in PC12 cells | PC12 HttQ103-GFP aggregates, Acumen cytometry, 40 h | Potency, µM (series often up to 46.1 µM), for inactives: at the highest dose activity change, negative = inhibition, hits mostly inhibitors | 1.1% of 220,000 active | AID 1688; also: potency is read from the fitted curve at half-maximal effect; % is scaled to controls: 0 for no effect and ±100 for the full control effect; nearly all actives have a fitted effect of over 60% in size
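Quantitative HTS on tebufenozide-induced (100 nM) PC12 cells stably expressing polyQ103 Huntingtin exon 1–GFP. Reduction of bright GFP aggregates, detected by laser scanning cytometry after lysis, identified actives across the titration.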
CBFb-RUNX1 inh = inhibitors of human CBF-beta and RUNX1 interaction; Potency, µM (highest dose often 59.8 µM), inactives show at the top dose activity, negative = inhibition, most hits filed as inhibitors; AlphaScreen CBFb-His/RUNX1-biotin binding, biochemical; Q01196+Q13951; 230,000 tested, under 10 active; also: % of control where 0% means no effect
Target sequence (Q01196 whole entry, looked up): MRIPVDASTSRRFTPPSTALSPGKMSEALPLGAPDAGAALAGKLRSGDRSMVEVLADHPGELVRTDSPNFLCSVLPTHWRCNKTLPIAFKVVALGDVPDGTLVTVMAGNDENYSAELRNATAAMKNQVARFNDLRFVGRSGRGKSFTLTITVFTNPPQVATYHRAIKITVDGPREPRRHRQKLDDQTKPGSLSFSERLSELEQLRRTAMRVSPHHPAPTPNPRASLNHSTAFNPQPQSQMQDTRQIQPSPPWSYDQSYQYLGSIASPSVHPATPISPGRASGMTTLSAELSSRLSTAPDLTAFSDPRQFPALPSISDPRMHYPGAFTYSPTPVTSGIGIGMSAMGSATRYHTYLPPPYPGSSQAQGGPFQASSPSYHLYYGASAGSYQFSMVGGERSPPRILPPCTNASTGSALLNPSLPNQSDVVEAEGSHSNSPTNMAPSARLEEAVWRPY
Target sequence (Q13951 whole entry, looked up): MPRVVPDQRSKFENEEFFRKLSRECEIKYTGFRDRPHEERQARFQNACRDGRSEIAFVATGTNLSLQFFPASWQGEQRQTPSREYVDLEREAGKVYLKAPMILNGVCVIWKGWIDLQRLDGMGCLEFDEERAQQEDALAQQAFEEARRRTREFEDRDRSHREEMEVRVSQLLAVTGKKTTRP
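CBF-beta (His) and RUNX1 (biotin), 30 nM each; 20 min preassociation; + compound, 15 min; + beads 50 ng each (Ni, streptavidin), 90 min; RT; AlphaScreen read.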
LMNA splice mod = changes lamin A minigene splicing in HeLa cells. HeLa LMNA splicing GFP/RFP minigene ratio, 48 h. Potency, µM (top dose mostly 46.1 µM), for the others: top-dose ratio change, negative = inhibition, usual class: inhibitors. 0.01% of 200,000 active. AID 1487; active = well fitted inhibition curve with a large enough effect in the signal ratio, with a control signal flat, not every such curve was filed as active; inconclusive = small, poorly fitted or top-dose-only effect, or effect the other way, or a change in a side signal; the % refers to the signal ratio; also: potency is read from the fitted curve at half-maximal effect; % is scaled to controls: 0 for no effect and ±100 for the full control effect
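S3 HeLa stable clones carrying a lamin A-EGFP splicing minigene plus DsRed2 were seeded at 600 cells/well in Opti-MEM with 2% FBS, pin-dosed and incubated 48 h at 37°C. Acumen cytometry (488 nm) gave the GFP/RFP total-intensity ratio.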
aGlu spleen mod = inhibitors or activators of human alpha-glucosidase in spleen homogenate; P10253; human spleen homogenate, 4-MU-alpha-glucoside fluorescence; Potency, µM (titrated, usually from 79.9 µM), for the others: top-dose activity change, negative = inhibition, usual class: inhibitors; 0.006% of 240,000 active;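 also: potency is read from the fitted curve at half-maximal effect; 0% = enzyme with vehicle and -100% = no enzyme basal signal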
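Enzyme source: human spleen homogenate, 1 ug/well. Buffer 50 mM citric acid/K phosphate pH 5.0, 0.01% Tween-20. 4-MU-alpha-glucoside 1 mM; 37 C x 40 min; NaOH/glycine stop; fluorescence.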
An asterisk follows results filed as active; ? = inconclusive; / = not tested or not shown; & = joins results of further samples; [ ] = dose if it differs, or a comment. Unless noted, calls follow the shape of the dose curve; as a rule, active = well fitted curve in the direction sought with a large enough effect; inconclusive = small, poorly fitted or top-dose-only effect, or another doubt; inactive = no such curve, though single readings can be large; an effect the other way counts as inactive or inconclusive.

Start of the data: the first two compounds, to show the layout:
SMILES | HTT ATP protect | GAA glycogen mod | GAA inh | HTT aggregate | CBFb-RUNX1 inh | LMNA splice mod | aGlu spleen mod
CCN1CCN(C(=O)C2c3cc(OC)c(OC)cc3C(=O)N3CCc4ccccc4C23)CC1 (centres undefined) | -7% | 3% | -7% | 2% | 0% | 12%[0.0737 µM] | -10%
Cc1ccc2cc(-c3noc(C(C)(C)C)n3)c(=O)[nH]c2c1 | -15% | -1% | 3% | -5% | 5% | ? | -14%

This part in full (from the top)
SMILES | HTT ATP protect | GAA glycogen mod | GAA inh | HTT aggregate | CBFb-RUNX1 inh | LMNA splice mod | aGlu spleen mod
CCN1CCN(C(=O)C2c3cc(OC)c(OC)cc3C(=O)N3CCc4ccccc4C23)CC1 (centres undefined) | -7% | 3% | -7% | 2% | 0% | 12%[0.0737 µM] | -10%
Cc1ccc2cc(-c3noc(C(C)(C)C)n3)c(=O)[nH]c2c1 | -15% | -1% | 3% | -5% | 5% | ? | -14%
Cc1c(C(=O)OC2CCCC2)[nH]c2c1C(=O)CC(c1ccco1)C2 (centres undefined) | -84%[inhibitor][10 µM] | 0% | -12% | -12% | -1% | ? | -9%
Cc1onc(-c2ccccc2)c1NC(=O)N(CCC#N)Cc1ccccc1 | 5%[10 µM] | -13% | -1% | -2%[9.22 µM] | 0% | / | -12%
COc1ccc([N+](=O)[O-])cc1/C=N/NC(=O)/C(=C\c1cccs1)NC(=O)c1ccccc1 | -31% | 7% | -2% | -8% | -8% | 2% | -13%
COC(=O)c1c(C(=O)OC)c(-c2ccc(Cl)cc2)n2c1CS(=O)(=O)C2 | -39%[inhibitor] | -2% | -3% | -14% | 0% | / | -18%
COc1ccc(CNC(=O)c2cc(C)nc3ccccc23)cc1OC | -14% | 12% | 0% | 12% | 2% | 1%[46 µM] | -9%
Cc1cc(=O)n2ccccc2c1C#N | 3% | 0% | ? | -1% | 4% | 14% | ?
Cc1ccc(S(=O)(=O)NCC(=O)N(CC(=O)NCC2CCCO2)CC2CCCO2)cc1 (centres undefined) | / | 0% | 10% | / | -1% | / | 2%
Cc1ccc(CSCC(Nc2ccc(C(=O)O)cc2[N+](=O)[O-])C(=O)O)cc1 (centres undefined) | 19% | ? | ? | 10% | -2% | 6% | 2%
NCCN1CCN(CCN)CC1 | ? | -9% | -2% | 7% | 6% | -17% | 5%
CCOC(=O)n1c(=O)oc2ccc(Cl)cc21 | 3%[1.9 µM] | -19% | 0% | -18% | -9% | -10% | -6%
O=c1c(O)c(-c2ccccc2)oc2cc(O)cc(O)c12 | 15%[1.9 µM] | / | / | / | -8%[21.7 µM] | / | -4%
CCCn1nnc(NC(=O)COc2ccccc2Cl)n1 | -8% | 4% | 2% | -18% | 4% | -8% | -4%
CCOCc1cnc(C)nc1NCC(=O)c1c(C)[nH]c2cc(C)ccc12 | -27%[10 µM] | 3% | 7% | -9% | 2% | ? | 2%

Fetched one by one from the entries so far, two records:
SMILES | HTT ATP protect | GAA glycogen mod | GAA inh | HTT aggregate | CBFb-RUNX1 inh | LMNA splice mod | aGlu spleen mod
CCCn1nnc(NC(=O)COc2ccccc2Cl)n1 | -8% | 4% | 2% | -18% | 4% | -8% | -4%
Cc1ccc(S(=O)(=O)NCC(=O)N(CC(=O)NCC2CCCO2)CC2CCCO2)cc1 (centres undefined) | / | 0% | 10% | / | -1% | / | 2%

Further entries follow:
SMILES | HTT ATP protect | GAA glycogen mod | GAA inh | HTT aggregate | CBFb-RUNX1 inh | LMNA splice mod | aGlu spleen mod
Cc1ccc(SC(c2ccccc2)C(Cn2cncn2)C(=O)c2ccccc2)cc1 (centres undefined) | -11% | -1% | -1% | -5% | 4% | -5% | -19%
CCOC(=O)c1ccc(NC(=O)CSc2nnc(-c3cccs3)n2CC)cc1 | -9%[0.074 µM] | 5% | -2% | -7% | 7% | 13% | -3%
CCc1ccc(NC(=O)CCn2c(=O)oc3ccccc32)cc1 | -13% | 2% | -2% | 22% | 2% | 1% | -3%
CC(C)c1onc(C(=O)NCc2ccc(F)cc2)c1[N+](=O)[O-] | -3%[10 µM] | -1% | -1% | 10% | 5% | 4% | 2%
CCCn1c(SCC(=O)N2CCCc3ccccc32)nnc1-c1ccccn1 | 2%[10 µM] | -13% | 6% | 16% | 9% | -14% | -8%
CSc1nc(C)c2c(n1)N(c1ccc(C(C)C)cc1)CC2 | 9% | -1% | 2% | -6% | -1% | 1% | 4%
CCOc1ccccc1OCc1nn2c(-c3ccc(C)cc3)nnc2s1 | -8% | -5% | ? | -5% | 4% | ? | -4%
COCCCNc1nc2nonc2nc1N1C[C@H]2CC[C@H]1C2 | -22% | 13% | -14% | -6% | 23% | / | -8%
CCn1nc(C)c(/C=N/NC(=O)c2ccc3c(c2)c(C)c(C)n3Cc2ccccc2)c1C | -35% | -15% | -12% | ? | -23% | ? | -1%
Cc1nonc1OCCNCc1c(C(=O)N2CCCCCCC2)nc2ccc(Cl)cn12 | -48%[inhibitor] | 8% | 4% | 18% | 7% | / | 3%
C[N+](C)(C)CC/C=C1/c2ccccc2CSc2ccccc21 | -5%[10 µM] | -6% | -1% | -2% | -5% | -17% | -3%
CCOC(=O)c1ccc(N2CN(CC)CNC2=S)cc1 | 0%[10 µM] | -3% | -10% | -9% | 4% | -5% | 1%
CCCC12CN3CCN(CC(C3)/C1=N\NC(=O)c1ccc(C(C)(C)C)cc1)C2 | 7%[10 µM] | -8% | ? | -1% | -8% | -12% | 9%
Cc1ccc(NC(=S)NNC(=O)c2nn(C)c(C)c2Cl)cc1 | -3% | ? | 1% | -15% | -6% | -7% | -15%
Cc1cc2ccccc2n2c(SCC(=O)NCc3cccs3)nnc12 | -6% | -15% | 2% | -15% | 2% | 9% | -2%
Cc1ccccc1-c1nnc(SCc2ccc(F)cc2)o1 | 6% | 2% | 2% | 10% | ? | 10% | 3%
C/C(Nc1ccccc1C(F)(F)F)=C1/CCOC1=O | -9% | 4% | -8% | 1% | -5% | / | 1%
COC(=O)c1ccc(NC(=S)Nc2ccc(O)cc2)cc1 | 29% | 7.9µM* | 4% | 26% | -9% | ? | 7%
Cc1cc2cc(CNC(=O)C3CCCC3)ccc2n1C | 4%[10 µM] | 21% | / | -3%[9.22 µM] | -2% | / | 0%
COc1cccc(-c2cc(C(=O)N3CCN(C(c4ccccc4)c4ccccc4)CC3)no2)c1 | -61%[inhibitor] | -8% | 1% | -20% | 0% | ? | 4%
COc1cccc(N2CCN(C(=O)Nc3ccccc3Cl)CC2)c1 | / | -17% | ? | 19% | 13% | -4%[46 µM] | -7%
CN(C)c1nc(N(C)C)nc(N(C#N)CN2C(=O)c3ccccc3S2(=O)=O)n1 | -22% | 10% | -3% | -11% | 3% | / | -1%
O=C(O)c1c2ccccc2cc2ccccc12 | 0% | / | / | / | 7%[21.7 µM] | -8% | 6%&3%
FC(F)(F)c1cccc(NC(=S)NCc2ccc(Cl)cc2)c1 | -103%[inhibitor] | -4% | 4% | ? | 7% | / | -5%
O=C(c1cccc(C(=O)N2CCN(c3ccc(F)cc3)CC2)c1)N1CCN(c2ccc(F)cc2)CC1 | -5%[10 µM] | -2% | 1% | ? | -1% | ? | -6%
O=C(O)CSc1nnc(-c2cccc(S(=O)(=O)N3CCCCC3)c2)o1 | -24% | -1% | -4% | -3% | 6% | -9%[46 µM] | -5%
OC(COc1c(Br)cc(Br)cc1Br)CN1CCOCC1 (centres undefined) | -30%[0.074 µM] | -16% | -4% | -17% | -4% | -15% | -1%
CN1CCc2c(c3ccccc3n2C)C1 | -10% | -1% | -19% | -4% | 1% | -11% | -2%
CCCC(=O)Nc1ccc(Nc2ccccc2)cc1 | 16%[0.074 µM] | 4% | -1% | -9% | 4% | 2% | -4%
CC(=O)c1cccc(NC(=O)C2CCN(S(=O)(=O)c3c(C)n[nH]c3C)CC2)c1 | -14%[0.074 µM] | 8% | -4% | -13% | -16% | -1% | -3%

Complete entries as entered above:
O=C(O)c1c2ccccc2cc2ccccc12 across the screens: HTT ATP protect: 0%; GAA glycogen mod: /; GAA inh: /; HTT aggregate: /; CBFb-RUNX1 inh: 7%[21.7 µM]; LMNA splice mod: -8%; aGlu spleen mod: 6%&3%
Cc1cc2cc(CNC(=O)C3CCCC3)ccc2n1C across the screens: HTT ATP protect: 4%[10 µM]; GAA glycogen mod: 21%; GAA inh: /; HTT aggregate: -3%[9.22 µM]; CBFb-RUNX1 inh: -2%; LMNA splice mod: /; aGlu spleen mod: 0%

Continued:
SMILES | HTT ATP protect | GAA glycogen mod | GAA inh | HTT aggregate | CBFb-RUNX1 inh | LMNA splice mod | aGlu spleen mod
CCCC(=O)Nc1ccc(-c2ccc(NC(=O)CCC)cc2)cc1 | 8%[10 µM] | 8% | -2% | -3% | 1% | -11% | -24%
CCOC(=O)CSc1nc(C)c2cc(C)c(C)cc2n1 | 7%[10 µM] | 11% | 8% | 13%[9.22 µM] | 7% | -1%[46 µM] | 0%
O=C1N/C(=C/c2cccs2)C(=O)N1Cc1ccc(Br)cc1 | -2% | 4% | 0% | -15% | 0% | / | 0%
CCOc1ccc2nc(SCC(=O)Nc3ccc(S(=O)(=O)N4CCCC4)cc3)c(C)cc2c1 | -3%[10 µM] | -2% | / | 15%[9.22 µM] | 10% | / | 4%
COC(=O)c1ccc(NC(=O)Nc2ccc(C)cc2)cc1 | -12% | 10% | -5% | 14% | 4% | -3% | 2%

Bioassay records (PubChem BioAssay)
